Screens as filed in PubChem BioAssay.
CBFb RUNX1 block: CBF-beta/RUNX1 interaction disruption; Q01196+Q13951; AlphaScreen CBFb-His/RUNX1-biotin binding, biochemical; Potency, µM (highest dose often 59.8 µM), without a hit: top-dose activity, negative = inhibition, most hits filed as inhibitors; 230,000 tested, under 10 active; also: % of control where 0% means no effect
Target sequence (Q01196 whole entry, looked up): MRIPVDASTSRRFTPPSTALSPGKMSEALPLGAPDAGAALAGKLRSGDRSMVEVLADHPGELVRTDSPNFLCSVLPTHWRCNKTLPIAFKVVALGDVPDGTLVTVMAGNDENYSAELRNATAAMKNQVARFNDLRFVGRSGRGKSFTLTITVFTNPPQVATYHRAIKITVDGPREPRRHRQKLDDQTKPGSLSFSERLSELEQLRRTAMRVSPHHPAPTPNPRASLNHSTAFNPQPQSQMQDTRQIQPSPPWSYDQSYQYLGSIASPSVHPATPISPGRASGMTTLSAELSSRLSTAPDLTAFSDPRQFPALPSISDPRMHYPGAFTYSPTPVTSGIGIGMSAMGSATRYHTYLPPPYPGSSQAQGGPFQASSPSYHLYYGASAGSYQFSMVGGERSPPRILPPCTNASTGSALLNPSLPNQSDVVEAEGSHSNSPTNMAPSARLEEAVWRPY
Target sequence (Q13951 whole entry, looked up): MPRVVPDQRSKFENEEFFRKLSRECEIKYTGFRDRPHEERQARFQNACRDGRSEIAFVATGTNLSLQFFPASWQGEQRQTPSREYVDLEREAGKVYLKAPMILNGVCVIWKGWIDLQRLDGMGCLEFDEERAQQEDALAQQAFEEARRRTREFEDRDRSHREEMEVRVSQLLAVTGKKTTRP
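CBFb-His/RUNX1-biotin, 30 nM each, preincubated 20 min RT; compound 15 min RT; Ni + streptavidin beads 50 ng each, 90 min RT; AlphaScreen read.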
LMNA splice mod: LMNA splicing modulation | HeLa LMNA splicing GFP/RFP minigene ratio, 48 h | Potency, µM (series often up to 46.1 µM), for the others: at the top dose ratio change, negative = inhibition, hits mostly inhibitors | 200,000 tested, 0.01% active; active = well fitted inhibition curve with a large enough effect in the signal ratio, with a control signal flat, not every such curve was filed as active; inconclusive = small, poorly fitted or top-dose-only effect, or effect the other way, or a change in a side signal; the % refers to the signal ratio; also: potency is read from the fitted curve at half-maximal effect; % is scaled to controls: 0 for no effect and ±100 for the full control effect
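Read-out is the ratio of GFP to DsRed2 object intensity, acquired by 488 nm laser-scanning cytometry on HeLa lamin A-EGFP minigene reporter cells. Compound incubation 48 hrs at 37 °C in Opti-MEM with 2% FBS; DMSO 0.5% final.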
IMPase Li cell: membrane-permeable IMPase blocker, potentiated with lithium. 210,000 tested, 0.35% active. AID 1457. CHO-M1 cells, IP1 TR-FRET (IP-One), carbachol + lithium. Potency, µM (top dose mostly 59.4 µM), without a hit: at the highest dose activity, negative = IMPase inhibition, usual class: inhibitors;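 also: IP1 builds up when IMPase is blocked and the TR-FRET signal falls; potency is read from the fitted curve at half-maximal effect; plate controls were basal vehicle for no effect and high inhibitor control for full effect; nearly all actives have a fitted effect of over 50% in size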
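Steps: plate 2000 CHO-M1 cells per well and culture 16–30 h; add compound and lithium; incubate 30 min, 37C; add d2-IP1 tracer and Eu cryptate anti-IP1 antibody in lysis buffer; read after 10 min at room temperature.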
KinaseGlo FLuc: Kinase-Glo luciferase inhibition (counter-screen) | 200,000 tested, 0.28% active | Potency, µM (doses to about 38.3 µM), for inactives: top-dose activity change, negative = inhibition, actives largely listed as inhibitors | Kinase-Glo luciferase, ATP luminescence, 8 min; also: potency is read from the fitted curve at half-maximal effect; % is scaled to controls: 0 for no effect and ±100 for the full control effect; nearly all actives have a fitted effect of over 60% in size
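Substrate mix (final 50 mM imidazole pH 7.2, 50 mM KCl, 7 mM MgCl2, 10 uM ATP, 0.01% Tween 20, 0.05% BSA) plus pin-tool compound, then Kinase-Glo detection mix; 8 min ambient, luminescence read.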
NPSR antagonist: antagonists of human neuropeptide S receptor cAMP signaling. Q6W5P4. CHO-NPSR cells, cAMP TR-FRET, antagonist mode. Potency, µM (top dose mostly 38.3 µM), without a hit: at the top dose activity change, negative = inhibition, hits mostly inhibitors. 220,000 tested, 1% active. AID 1461; also: potency is read from the fitted curve at half-maximal effect; % is scaled to controls: 0 for no effect and ±100 for the full control effect; nearly all actives have a fitted effect of over 50% in size; many of its hits are not listed in these tables
Target sequence (Q6W5P4 whole entry, looked up): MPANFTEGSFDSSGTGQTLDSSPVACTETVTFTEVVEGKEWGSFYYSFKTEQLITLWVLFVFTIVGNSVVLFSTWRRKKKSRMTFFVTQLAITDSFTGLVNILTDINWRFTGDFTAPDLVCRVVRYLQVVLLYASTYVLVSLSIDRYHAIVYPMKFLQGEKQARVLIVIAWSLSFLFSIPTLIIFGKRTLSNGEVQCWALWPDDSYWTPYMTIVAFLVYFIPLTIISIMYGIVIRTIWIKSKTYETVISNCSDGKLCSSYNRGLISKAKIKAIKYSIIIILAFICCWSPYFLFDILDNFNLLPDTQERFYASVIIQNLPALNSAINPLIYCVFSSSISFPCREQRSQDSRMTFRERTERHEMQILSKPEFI
GLA spleen mod: inhibits or activates alpha-galactosidase in human spleen homogenate; P06280; human spleen homogenate, 4MU-alpha-Gal fluorescence, 40 min; Potency, µM (highest dose often 80 µM), for the others: at the top dose activity change, negative = inhibition, most hits filed as inhibitors; 240,000 tested, 0.008% active; AID 2107;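 also: potency is read from the fitted curve at half-maximal effect; 0% = enzyme with vehicle and -100% = no enzyme basal signal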
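Spleen homogenate 1 ug + cpd (titration) + 4-MU-alpha-D-galactopyranoside 1 mM; 37C 40 min; 50 mM citrate/phosphate pH 5.0, 0.01% Tween-20; stop pH 10; fluorescence 365/440; AC50 via Hill.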
Epigenetic derep: epigenetic control regulation, reporter derepression. murine LDR cells, GFP reporter derepression, 30 h. 280,000 tested, 0.2% active. Potency, µM (series often up to 53.9 µM), inactives show at the highest dose GFP activation, most hits filed as activators; also: potency is read from the fitted curve at half-maximal effect; % of control where 0% means no effect; nearly all actives have a fitted effect of over 60% in size
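In this reporter-derepression format, murine cells bearing a silenced integrated CMV-GFP locus incubate with test compound (30 h, 37 C), then are washed and imaged; fluorescent objects of 20–120 um count as induced cells.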
The depositor's hits bear a star; u = inconclusive; x = no result given; & = joins results of further samples; [ ] = another dose, or the depositor's remark. Unless noted, calls follow the shape of the dose curve; as a rule, active = well fitted curve in the direction sought with a large enough effect; inconclusive = small, poorly fitted or top-dose-only effect, or another doubt; inactive = no such curve, though single readings can be large; an effect the other way counts as inactive or inconclusive.

[1] CC(C)CCNC(=O)C12CN(Cc3ccccc3)CC1C(c1ccc([N+](=O)[O-])cc1)=NO2 (centres undefined)
[2] CC(C)NS(=O)(=O)c1ccc(CCC(=O)NCc2ccncc2)cc1
[3] O=C(NCc1ccccc1Cl)C1CCC(CNc2c(N3CCOCC3)c(=O)c2=O)CC1 (centres undefined)
[4] C=CCn1c(-c2cnn(-c3ccccc3)c2N)n[nH]c1=S
[5] CS(=O)(=O)N(CC(=O)N1CCN(c2ccccc2F)CC1)c1ccc2c(c1)OCCO2
[6] CCOc1ccccc1N1CCN(C(=O)CC(C)(C)C)CC1
[7] O=C(CSc1ncc(-c2ccccc2)n1CC1CCCO1)N1CCCCC1 (centres undefined)
[8] CCOC(=O)C(Cc1ccccc1)NC(=O)CCc1c(C)nc2nc(C)nn2c1C (centres undefined)

| Screen / compound no. | 1 | 2 | 3 | 4 | 5 | 6 | 7 | 8 |
| --- | --- | --- | --- | --- | --- | --- | --- | --- |
| CBFb RUNX1 block | 1% | -1% | 10% | 7% | -1% | 10% | 0% | 2% |
| LMNA splice mod | -12% | x | x | x | -6% | 31%[46 µM] | 0% | 2% |
| IMPase Li cell | 9% | 8% | x | x | 1%[38.3 µM] | 9% | -13%[38.3 µM] | -2%[38.3 µM] |
| KinaseGlo FLuc | 10% | 3% | x | x | -1% | -2% | -2% | -4% |
| NPSR antagonist | u | -30% | 15% | 5% | -8%[46.1 µM] | 3% | -17%[46.1 µM] | -5%[46.1 µM] |
| GLA spleen mod | -12% | 2% | -11% | 7% | 1% | 5% | -2% | -8% |
| Epigenetic derep | -0.9% | -0.1% | -3.7% | -1.1% | -2.1% | 9.6% | 0.7% | 4.4%&-0.1% |

[9] COc1ccc(OCc2nc3ccccc3n2C(C)C)cc1
[10] COc1ccc2cc(C(=O)N/N=C/c3sc4ccccc4c3O)ccc2c1
[11] CC(=O)Nc1cccc(Oc2ncnc3scc(-c4ccccc4)c23)c1
[12] CC1CCCN(CCC(=O)Nc2ccccc2)C1 (centres undefined)
[13] O=C(O)Cc1ccc2ocnc2c1
[14] Cc1cccc(NC(=O)CSc2nc3c(c(=O)[nH]2)CCC3)c1C
[15] COC(=O)c1ccc2nc(-c3ccc4c(c3)OCO4)cn2c1
[16] COC(=O)C1=C(C)NC(=O)NC1C1CC=CCC1 (centres undefined)

| Screen / compound no. | 9 | 10 | 11 | 12 | 13 | 14 | 15 | 16 |
| --- | --- | --- | --- | --- | --- | --- | --- | --- |
| CBFb RUNX1 block | -3% | x | -1% | 5% | 0% | -5% | 8% | 2% |
| LMNA splice mod | x | u | -17% | -2%[46 µM] | -1% | -12% | x | -3% |
| IMPase Li cell | 4% | 7% | 8% | 6% | -3%[38.3 µM] | -2% | -2% | -5%[38.3 µM] |
| KinaseGlo FLuc | -1% | -5% | 1% | -1% | 0% | 1% | u | 1% |
| NPSR antagonist | 9% | -9% | 11% | -8% | -7%[46.1 µM] | -8% | 8% | 7%[46.1 µM] |
| GLA spleen mod | -7% | 11% | -6% | -3% | 4% | 13% | 4% | -6% |
| Epigenetic derep | -2.1% | 1.6% | 1.1% | 3.8% | 0.8% | 0.0% | 2.4% | 0.0% |

[17] COc1cccc(OCC(=O)NNC(=O)c2cnccn2)c1
[18] O=C(Nc1c(F)cccc1F)c1ccc(-n2cncn2)nc1
[19] CCOc1ccc2nc(Cl)c(CN(C(C)=O)C3CCCCC3)cc2c1
[20] COc1ccc(N2CCN(c3oc(Cc4ccccc4)nc3C#N)CC2)cc1
[21] CCOC(=O)C(C#N)c1ccccn1 (centres undefined)
[22] COc1cc(/C=C/C(=O)NCC(=O)N2CCC(N(C)CCN3CCOCC3)CC2)ccc1OC(C)C
[23] C=CCc1ccccc1OCC(O)CN1CCN(CCN2C(=O)c3cccc4cccc(c34)C2=O)CC1 (centres undefined)
[24] CCCNC(=O)C12CCC(C)(C(=O)C1Br)C2(C)C (centres undefined)

| Screen / compound no. | 17 | 18 | 19 | 20 | 21 | 22 | 23 | 24 |
| --- | --- | --- | --- | --- | --- | --- | --- | --- |
| CBFb RUNX1 block | -5% | 4% | -1% | -23% | 10% | -1% | -3% | -2% |
| LMNA splice mod | -12% | 0%[0.0737 µM] | x | u | 5% | x | u | 9% |
| IMPase Li cell | -2% | -5%[38.3 µM] | 25% | 4%[38.3 µM] | 16%[38.3 µM] | 6% | 20% | 3% |
| KinaseGlo FLuc | 0% | 2% | 3% | -2% | 3% | -1% | -1% | -1% |
| NPSR antagonist | 10% | -4%[46.1 µM] | -34% | -27%[46.1 µM] | -2%[46.1 µM] | 9% | 7% | 12% |
| GLA spleen mod | 2% | -1% | -1% | 11% | 16% | 1% | 12% | 9% |
| Epigenetic derep | 0.0% | -0.2% | 5.5% | -2.3% | 0.0% | -0.9% | -0.8% | 3.4% |

[25] COC(=O)c1c(-c2ccc(C)cc2)csc1NC(=O)c1c(-c2ccccc2)noc1C
[26] COCCNC(=O)C(OC(=O)C1=Cc2ccccc2OC1)C(C)C (centres undefined)
[27] CN(Cc1ccccc1)c1nc2c(c(=O)[nH]c(=O)n2C)n1Cc1ccccc1
[28] COCc1cc(=O)[nH]c(/N=C(\N)Nc2ccc(C)cc2)n1
[29] COc1ccccc1C(=O)N1CCN(S(=O)(=O)c2ccccc2)CC1
[30] OC(COc1ccc2ccccc2c1)CN1CCOCC1 (centres undefined)
[31] O=C(O)CCC(=O)N1N=C(c2ccccc2)CC1c1ccc2nccnc2c1 (centres undefined)
[32] CCOc1ccc(NC(=O)CSc2nnc(-c3ccncc3)n2CC2CCCO2)cc1 (centres undefined)

| Screen / compound no. | 25 | 26 | 27 | 28 | 29 | 30 | 31 | 32 |
| --- | --- | --- | --- | --- | --- | --- | --- | --- |
| CBFb RUNX1 block | 5% | -1% | 4% | 2% | 5% | -6% | 2% | -2% |
| LMNA splice mod | u | x | 16% | 0% | 5% | -10% | -2% | 6% |
| IMPase Li cell | 2% | 4% | 8%[38.3 µM] | 24%[38.3 µM] | -23%[38.3 µM] | 0% | -1% | -2%[38.3 µM] |
| KinaseGlo FLuc | 3% | -1% | 9% | -4% | -4% | -4% | -1% | -3% |
| NPSR antagonist | -18%[46.1 µM] | 17% | -17%[46.1 µM] | 0%[46.1 µM] | -18%[46.1 µM] | 11%[46.1 µM] | 8% | -21%[46.1 µM] |
| GLA spleen mod | -22% | -4% | 1% | 1% | 4% | -1% | 4% | -28% |
| Epigenetic derep | 1.0% | 6.4% | -0.9% | -1.1% | 1.0% | 8.2% | 1.1% | -1.8% |

[33] CCCCC(=O)Nc1nc(C)c(-c2csc(Nc3cc(Cl)ccc3OC)n2)s1
[34] Cn1c(SCC(=O)Nc2cc(C(C)(C)C)nn2-c2ccccc2)nc2ccccc21
[35] O=c1cnnc(Nc2cccc(C(F)(F)F)c2)[nH]1
[36] COc1cccc(NC(=O)Cn2c(=O)n(CCC(=O)NC3CCN(Cc4ccccc4)CC3)c(=O)c3ccccc32)c1
[37] CCOC(=O)N1CCC(NC(=O)C2CCN(S(=O)(=O)c3c(C)noc3C)CC2)CC1
[38] O=C(Cc1nc2ccccc2[nH]1)c1ccc(Br)cc1
[39] O=C(COC(=O)c1cccc(S(=O)(=O)N2CCN(c3ccccc3)CC2)c1)NCc1ccco1
[40] CCCCNc1c(N)n(CCCC)c(=O)[nH]c1=O

| Screen / compound no. | 33 | 34 | 35 | 36 | 37 | 38 | 39 | 40 |
| --- | --- | --- | --- | --- | --- | --- | --- | --- |
| CBFb RUNX1 block | u | 2% | 6% | u | 1% | 2% | u | 0% |
| LMNA splice mod | 10% | u | x | x | u | -4%[46 µM] | 28% | 2% |
| IMPase Li cell | 15%[38.3 µM] | -1% | -1% | x | 27%[38.3 µM] | 2% | 9%[38.3 µM] | -3% |
| KinaseGlo FLuc | -4% | -2% | x | x | -6% | -2% | 4% | 3% |
| NPSR antagonist | -22%[46.1 µM] | -14% | 6% | -3% | 0%[46.1 µM] | -20% | -16%[46.1 µM] | 13% |
| GLA spleen mod | -4% | 7% | 6% | 23% | 10% | -1% | -6% | 13% |
| Epigenetic derep | -1.9% | 0.0% | -1.4% | 2.2% | -5.7% | -4.8% | 1.2% | -3.0% |

[41] O=C1C=C(NCc2ccc(Cl)c(Cl)c2)CC1
[42] COc1ccc(N(CC(=O)Nc2cccnc2)S(C)(=O)=O)cc1
[43] OC(COc1ccc(CN2CCSCC2)cc1)CN1CCCCC1 (centres undefined)
[44] Cc1ccnc2nc(C(=O)N3CCN(S(=O)(=O)c4ccccc4)CC3)nn12
[45] CCCc1cc(=O)[nH]c(Nc2cc(OC)ccc2OC)n1
[46] Nn1c(-c2cccc(Br)c2)n[nH]c1=S
[47] Cc1ccc(SC/C(O)=C(\C#N)c2nc3ccccc3n2C)cc1
[48] O=C(NCCc1ccccc1)c1ccccc1F

| Screen / compound no. | 41 | 42 | 43 | 44 | 45 | 46 | 47 | 48 |
| --- | --- | --- | --- | --- | --- | --- | --- | --- |
| CBFb RUNX1 block | 1% | 2% | 9% | -3% | 4% | 4% | 1% | 2% |
| LMNA splice mod | 12% | -3%[46 µM] | 14%[46 µM] | -9% | -7% | 1% | -9% | 10%[9.22 µM] |
| IMPase Li cell | -9%[38.3 µM] | -1% | 14% | -5%[38.3 µM] | 3%[38.3 µM] | -9%[38.3 µM] | 36%[activator][38.3 µM] | 9% |
| KinaseGlo FLuc | 6% | -3% | 0% | -4% | 3% | -1% | -1% | -15% |
| NPSR antagonist | 9%[46.1 µM] | 2% | -13% | -2%[46.1 µM] | -12%[46.1 µM] | -3%[46.1 µM] | -5%[46.1 µM] | -10% |
| GLA spleen mod | -6% | -7% | -8% | 0% | 5% | 5% | 0% | 0% |
| Epigenetic derep | -2.9% | 0.0% | 0.1% | 4.5% | 0.9% | -0.5% | 3.0% | 0.0% |

Some of the compounds tested (hit frequency here may not be typical).
